High-throughput results deposited in PubChem by Johns Hopkins Ion Channel Center.
CHT block: inhibits the human high affinity choline transporter | Q9GZV3 | CHT-expressing cells, membrane potential dye, choline response; active compounds read low | B-score at 10 µM | hit rate 0.86% among 310,000 | AID 488975;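 active means B-score over 3 SD under the library average, and starting fluorescence ratio not unusually high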;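 further: choline stimulus applied at its EC90 after an EC20 pre-addition; B-score computed on integrated fluorescence ratio after choline addition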
Target sequence (Q9GZV3 whole entry, looked up): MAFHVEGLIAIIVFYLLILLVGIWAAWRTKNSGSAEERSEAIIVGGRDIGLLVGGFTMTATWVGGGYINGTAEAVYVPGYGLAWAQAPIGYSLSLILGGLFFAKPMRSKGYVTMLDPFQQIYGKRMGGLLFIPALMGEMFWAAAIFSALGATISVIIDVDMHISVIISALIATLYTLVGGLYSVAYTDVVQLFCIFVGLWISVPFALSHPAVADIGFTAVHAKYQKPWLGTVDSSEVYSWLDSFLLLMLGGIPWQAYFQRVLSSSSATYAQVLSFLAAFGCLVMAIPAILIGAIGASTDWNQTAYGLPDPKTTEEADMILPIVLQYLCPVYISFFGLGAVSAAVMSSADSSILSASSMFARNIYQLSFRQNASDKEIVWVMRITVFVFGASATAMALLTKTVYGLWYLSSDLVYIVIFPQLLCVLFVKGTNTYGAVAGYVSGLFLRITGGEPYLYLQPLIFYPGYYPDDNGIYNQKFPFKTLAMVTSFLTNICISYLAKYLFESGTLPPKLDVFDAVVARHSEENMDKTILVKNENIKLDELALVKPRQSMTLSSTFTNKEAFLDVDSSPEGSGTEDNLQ
CHT PAM: allosterically activates the human high affinity choline transporter | CHT-expressing cells, membrane potential dye, choline EC20; active compounds read high; LV-AA mutant CHT in HEK293 cells | B-score at 10 µM | hit rate 0.49% among 310,000 | AID 488977;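 active means initial fluorescence not abnormally high and integrated response B-score, plate-corrected, over 3 SD above library mean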
The depositor's hits bear a star; i = inactive.

Compound	CHT block	CHT PAM
Cc1cc2c(cc1C)NC1(C(=O)Nc3ccccc31)C1=C(CC(C)(C)CC1=O)N2 (centres undefined)	i	i
CCc1noc(C)c1C(=O)N1CCC(CCC(=O)Nc2cccc(OC)c2)CC1	i	i
Cc1cc(C)nc(N2CCC(C(=O)NCc3ccccc3F)CC2)n1	i	i
Cc1cccc(C(=O)N/N=C2/SCC(=O)N2Cc2ccccc2)c1	i	i
COC(=O)c1ccc(N/C(C)=C/C(=O)c2ccc(C)o2)cc1	i	i
Cc1[nH]c(=S)[nH]c(=O)c1Cc1ccc(OCC(C)C)cc1	i	i
NC(=Nc1ccc(N)cc1)C(N)=Nc1ccc(N)cc1	i	i
O=C(Nc1ccccc1Oc1ccccc1)c1ccccc1F	i	i
COc1ccc(-c2nnc(SCC(=O)NNC(=O)Cc3ccccc3)n2C)cc1OC	i	i
CC(=O)c1cnc2c(-c3cccc(Br)c3)cnn2c1C	i	i
C#CCOCCOCCOCCNc1nc(N2CCN(C(=O)[C@H]([C@@H](C)CC)n3cc([C@@H](N)CC(C)C)nn3)CC2)nc(N2CCN(C(=O)[C@H](CCCCN)n3cc([C@@H](N)C(C)CC)nn3)CC2)n1 (some centres undefined)	i	i
CCn1c2ccccc2c2nn(C)c(=N)nc21	i	7.2*
CC(NC(=O)Cc1ccsc1)c1ccc(S(N)(=O)=O)cc1 (centres undefined)	i	i
CCOC(=O)c1ccccc1NS(=O)(=O)c1ccc(OCC)cc1	i	i
Cc1ccc(OCCN2C(=O)c3ccccc3C2=O)c(C)c1	i	i
CCCCOc1ccc(CSc2n[nH]c(C)n2)cc1	i	i
O=C(O)c1cccc(Nc2ccnc(Nc3cccc(C(=O)O)c3)n2)c1	i	i
COC(=O)c1sccc1NC(=O)C1CC=CCC1C(=O)O (centres undefined)	i	i
COc1ccccc1CCC(=O)Nc1cccc(S(=O)(=O)N2CCOCC2)c1	i	i
O=C(NCc1ccc2c(c1)OCO2)C1CCN(S(=O)(=O)c2cccs2)CC1	i	i
CC(C)C(=O)Nc1ccc(C(=O)NNC(=S)NC(=O)c2ccccc2[N+](=O)[O-])cc1	i	i
OC(CNCc1cccs1)c1ccccc1 (centres undefined)	i	i
COc1cn(-c2ccccc2)nc1C(=O)NCc1ccccc1	i	i
Cc1nc2nc(-c3ccco3)nn2c(C)c1Cl	i	i
O=C(CN1C(=O)c2cccnc2Oc2ccc(Cl)cc21)Nc1ccc(F)cc1	i	i
CC(=O)c1cccc(OC(=O)c2ccc3c(=O)n4c(nc3c2)CCC4)c1	i	i
COc1ccccc1S(=O)(=O)c1c(C)cc(C)[nH]c1=O	i	i
CN(C(=O)c1cc([N+](=O)[O-])ccc1N1CCCC1)C1CCCCC1	i	i
CC(C)(C)c1ccc(NC(=O)Cn2cnc3cc([N+](=O)[O-])ccc3c2=O)cc1	i	i
O=C(Cc1n[nH]c(=O)c2ccccc12)OCC(=O)c1ccccc1Cl	i	i

Gathered by group, the entries above containing fluorine.
Compound	CHT block	CHT PAM
Cc1cc(C)nc(N2CCC(C(=O)NCc3ccccc3F)CC2)n1	i	i
O=C(Nc1ccccc1Oc1ccccc1)c1ccccc1F	i	i
O=C(CN1C(=O)c2cccnc2Oc2ccc(Cl)cc21)Nc1ccc(F)cc1	i	i

Remaining list, next part
Compound	CHT block	CHT PAM
O=C(CNC(=O)c1ccco1)OCC(=O)c1ccc(Cl)cc1	i	i
CCN1CCN(C(=O)CCc2nc3ccccc3c(=O)[nH]2)CC1	i	i
Cn1c(=O)oc2cc(S(=O)(=O)Nc3ccc(O)cc3)ccc21	i	i
CCOC(=O)C(NCc1ccccc1)(NC(=O)c1ccccc1)C(F)(F)F (centres undefined)	i	i
COc1ccc(CCNC(=O)C2CC(=O)N(C3CCCCC3)C2)cc1OC (centres undefined)	i	i
COc1ccc(/C=C/C(=O)OCC(=O)NCC2CCCO2)cc1 (centres undefined)	i	i
C#CCNC(=O)c1cc2sccc2n1C	i	i
S=C(Nc1ccccc1)N1CCN(Cc2ccccc2)CC1	i	i
COC(=O)Cc1c(O)ccn(CCc2c[nH]c3ccc(OC)cc23)c1=O	i	i
CN1C(=O)C(O)(c2sc(N)nc2-c2ccccc2)c2ccccc21 (centres undefined)	i	i
O=C(O)CC1S/C(=N\N=C2\C(=O)Nc3ccccc32)N(c2ccc(O)cc2)C1=O (centres undefined)	i	i
COc1ccc(CNS(=O)(=O)c2ccccc2Br)cc1	i	i
C[C@H]([C@@H](N)C(=O)N[C@@H](C(=O)O)[C@@H]1O[C@H](n2ccc(=O)[nH]c2=O)[C@@H](O)[C@H]1O)[C@@H](O)c1ccc(O)cn1	i	i
S=C(Nc1ccccc1)Nc1ccccc1Br	i	i
CN(C)c1cc[n+](CC(=O)N2CCCc3ccccc32)cc1	i	i
CCc1cccc(NC(=O)c2ccc(Cn3nc(C)cc3C)o2)c1	i	i
CC1CCN(Cc2nnnn2CCCC(=O)NCC(C)(C)N2CCOCC2)CC1	i	i
Cc1cnc(C(=O)NCc2ccc(F)cc2)cn1	i	i
COc1cc(NC(=O)C2CC(=O)N(Cc3ccco3)C2)cc(OC)c1 (centres undefined)	i	i
CCCCc1cc(=O)oc2cc(OCc3nn[nH]n3)c(Cl)cc12	i	i
O=C(C1=C[C@H](c2ccc(Br)cc2)C[C@H](OCCCCO)O1)N1CCN(Cc2ccccc2)CC1	i	i
O=C(O)c1ccccc1-c1nc(-c2ccccc2)c(-c2ccccc2)[nH]1	i	i
CC(C)CCn1cnc2c([nH]c3cccc(Cl)c32)c1=O	i	i
COc1ccc2c(c1)C(SCC(=O)NCCc1ccc(Cl)cc1)CC(C)(C)O2 (centres undefined)	i	i
Cc1cc(C)n2nc(SCC(=O)N(C(C)C)C(C)C)nc2n1	i	i
Cc1cccn2c(=O)nc(SCC(=O)NCc3ccc(F)cc3)nc12	i	i
C/C(=N\NC(=O)c1cccnc1)c1cc2ccccc2o1	i	i
CCO[C@@H]1OC(C(=O)NC2CC2)=C[C@H](C)[C@H]1CCCO	i	i
CCOc1cc(/C=N/NC(=O)COc2ccc(C)cc2)ccc1OC(=O)c1cccs1	i	i
CCOc1ccc(CN2CCNC(=O)C2CC(=O)N(C)C2CCCCC2)cc1 (centres undefined)	i	i

Pulled by compound from above:
Compound	CHT block	CHT PAM
CCCCc1cc(=O)oc2cc(OCc3nn[nH]n3)c(Cl)cc12	i	i
C#CCNC(=O)c1cc2sccc2n1C	i	i
O=C(CNC(=O)c1ccco1)OCC(=O)c1ccc(Cl)cc1	i	i

The list goes on:
Compound	CHT block	CHT PAM
CCOc1ccccc1C1CC(=O)Nc2cc(C)c(C)cc21 (centres undefined)	i	i
CCCN1CCN(CCCNC(=O)c2cc3c(=O)[nH]c4ccccc4c3s2)CC1	i	i
COc1cc2c(=O)n(CCCC(=O)NCC3CCCO3)c(=O)n(CC(=O)c3ccc(F)cc3)c2cc1OC (centres undefined)	i	i
CC(C)(C)c1ccc(C(=O)Nc2ccc(NC(=O)C(=O)O)cc2)o1	i	i
O=C(NCCCN1CCOCC1)c1ccc(Cl)s1	i	i
CC(NC(=O)c1csc2ccccc12)C1CCCO1 (centres undefined)	i	i
COC(=O)c1ccccc1NC(=O)c1cccc(NC(=O)C(C)C)c1	i	i
O=C1C2CC(O)CN2C(=S)N1Cc1ccccc1 (centres undefined)	i	i
COc1ccc(-n2c(C(C)(C)C)csc2=Nc2c(C)n(C)n(-c3ccccc3)c2=O)cc1	i	i
O=C(NCCc1c[nH]c2ccccc12)C1CCCN(S(=O)(=O)c2ccccc2)C1 (centres undefined)	i	i
CSc1ccc(/C=N/NC(=O)c2cccc(O)c2)cc1	i	i
O=C(CO/N=C/c1ccccc1OC(F)F)NC1CCCC1	i	i
CCn1c(CCCNC(=O)c2cccs2)nc2ccccc21	i	i
Cc1cccc(-n2cnc3cc([N+](=O)[O-])ccc32)c1	i	i
Cc1cc(C)cc(C(=O)N2CCC3(CC2)NCCc2[nH]cnc23)c1	i	i
CCOC(=O)C1=C(O)/C(=C/c2ccc(OCC(=O)O)c(OCC)c2)SC1=Nc1ccccc1	i	i
CCCCSc1oc(-c2ccco2)nc1S(=O)(=O)c1ccccc1	i	i
COc1cc2c(cc1OC)CN(c1ccc([N+](=O)[O-])cc1Cl)CC2	i	i
COC(=O)c1nn(-c2ccccc2)c(Sc2ccc(OC)cc2)c1/C=N/O	i	i
Cc1cc(O)c(C=Nc2ccc(Cl)cn2)c(=O)o1	i	i
Cc1cccc(NC(=O)CSc2nnc(CCC(=O)Nc3ccc(C)c(Cl)c3)n2C)c1	i	i
COc1ccc(-c2c(-c3cc(OC)c(OC)c(OC)c3)noc2C)cn1	i	6.7*
CC(C)c1ccc(NC(=O)COC(=O)c2c[nH]c(=O)[nH]c2=O)cc1	i	i
COc1ccc(C(=O)COC(=O)c2cccnc2Cl)c(OC)c1	i	i
O=C(CN1CCc2ccccc21)NC(=O)NCc1ccco1	i	i
COc1ccc(NC(=O)CSc2nc(O)cc(=O)n2-c2ccccc2)cc1	i	i
O=C(NC1CCCCCC1)c1c2c(nc3ccccc13)CCN(Cc1ccccc1)C2	i	i
O=C(CSc1nnc(-c2ccncc2)n1-c1ccc(Cl)cc1)N1CCOCC1	i	i
Cc1ccc(S(=O)(=O)N(CC#N)CC#N)cc1	i	i
Oc1oc(-c2ccccc2Br)nc1/C=N/c1ccccn1	i	i

Profiles from above. Order of screens: CHT block	CHT PAM
Profile of COc1cc2c(cc1OC)CN(c1ccc([N+](=O)[O-])cc1Cl)CC2 = i	i
Profile of O=C(CSc1nnc(-c2ccncc2)n1-c1ccc(Cl)cc1)N1CCOCC1 = i	i
Profile of COc1ccc(-c2c(-c3cc(OC)c(OC)c(OC)c3)noc2C)cn1 = i	6.7*

Next section.
structure | CHT block | CHT PAM
O=c1cc(-c2ccccc2)nc(Cc2c(Cl)cccc2Cl)[nH]1 | i | i
CN(C)C(=O)C(=O)c1cccn1-c1cccc(Cl)c1C#N | i | i
COc1ccc(N(C(=O)CNC(=O)c2ccco2)C(C(=O)NCC2CCCO2)c2ccccc2)c(OC)c1 (centres undefined) | i | i
Cc1[nH]c(=S)c(C#N)c(C)c1Cc1ccc(Cl)cc1Cl | i | i
CCOC(=O)c1cc(N)cc([N+](=O)[O-])c1 | i | i
CCOC(=O)CSCC(=O)N1N=C(c2cccs2)CC1c1ccc(F)cc1 (centres undefined) | i | i
CC(=O)Nc1cc2ccccc2oc1=O | i | i
CCO[C@H]1OC(C(N)=O)=C[C@@H](C2CCCCC2)[C@@H]1CCCO | i | i
O=C(Nc1cccc(Cl)c1)N1CCN(c2ncccn2)CC1 | i | i
Cc1ccc(S(=O)(=O)NC(Cc2ccccc2)C(=O)O)cc1 (centres undefined) | i | i
CCCOc1ccc(CC(=O)NCC2(c3ccccc3)CCOCC2)cc1OC | i | i
COc1cccc(C(C(=O)NC(C)(C)C)N(Cc2ccc(C)cc2)C(=O)CCC(=O)Nc2cc(C)on2)c1OC (centres undefined) | i | i
CCN(CC)CCOC(=O)c1ccc(N/C=C(/C#N)c2nc(-c3cccc(OC)c3)cs2)cc1 | i | i
Cc1cc(NC(=O)C2CCCCC2)ccc1NC(=O)c1ccccc1Cl | i | i
O=C(CN(c1ccccc1)S(=O)(=O)c1ccccc1)N1CCN(Cc2ccc3c(c2)OCO3)CC1 | i | i
COCCCNC(=O)CS(=O)Cc1nc(-c2ccccc2C)oc1C (centres undefined) | i | i
Cc1ccc(-c2cc(Cc3ccc(N(C)C)cc3)c(=O)[nH]n2)cc1 | i | i
COC(=O)[C@H](CC(C)C)NC(=O)N1CCC(C)CC1 | i | i
Cn1c2ccccc2c(=O)c2c(=O)n(Cc3ccco3)c(-c3ccc(C(C)(C)C)cc3)nc21 | i | i
Cc1cccc(C(=O)Nc2ccc3c(c2)ncn3C)c1 | i | i
O=C(O)c1ccc(S(=O)(=O)NCc2cccnc2)cc1 | i | i
O=C(CCSc1ccccc1)Nc1ccccc1Br | i | i
O=C(C1=C(O)C(=O)N(CCc2ccccc2)C1c1cccnc1)c1ccco1 (centres undefined) | i | i
Cc1cc(C)n2nc(C(=O)NCc3ccccc3)nc2n1 | i | i
Cc1nn(-c2ccccc2)c(Cl)c1/C=N/NC(=O)c1cccnc1 | i | i
O=C(NC(Cc1c[nH]c2ccccc12)C(=O)N1CCOCC1)c1cccs1 (centres undefined) | i | i
CC1(CCc2ccccc2)NC(=O)N(CC(=O)N2CC(=O)Nc3ccccc32)C1=O (centres undefined) | i | i
CCC(=O)NC(=S)Nc1ccc(NC(=O)c2ccco2)cc1 | i | i
NC(=O)c1cc(C(=O)Cc2ccccc2)c[nH]1 | i | i
COC(=O)CCCN1C(=O)c2cccc3cccc(c23)C1=O | i | i
Cn1c(C(C(=O)NCC2CCCO2)N(CCc2ccccc2)C(=O)Cn2nnc3ccccc32)nc2ccccc21 (centres undefined) | i | i
Cc1ccccc1/C=C/C1=NCCN1 | i | 7.2*
COc1cc(C(=O)NCC(=O)N/N=C/c2ccccn2)cc(OC)c1OC | i | i
O=C(CSc1nnc(CNC(=O)c2ccccc2)o1)c1ccccc1 | i | i
CC1(C)CC(=O)C(C=NCCc2ccc(S(N)(=O)=O)cc2)=C(O)C1 | i | i
Cc1ccc2sc(C)[n+](CCCS(=O)(=O)[O-])c2c1 | i | i
Cc1ccc(NC(=O)CS(=O)CC(=O)N(C2CCCC2)C(C)C(=O)NC2CCCCC2)cc1 (centres undefined) | i | i

Hits appear at their usual frequency; about 1.5% have a hit in one of these screens.
